HTRA1 inhibitor: blocks human HTRA1 serine peptidase; 340,000 compounds, 0.5% hits; Q92743; inhibition, % at 5.96 µM; recombinant HTRA1, FP-rhodamine activity-based probe, fluorescence polarization; AID 504803; in the data active = inhibition above about 36%;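 also: 0% = enzyme with DMSO and 100% = wells lacking enzyme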
mABHD4 FP: inhibits mouse alpha/beta hydrolase domain 4. purified mABHD4, FP-Rh probe fluorescence polarization. 370,000 compounds, 0.54% hits. inhibition, % at 8.92 µM. Q8VD66;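 active = inhibition exceeding the mean over every tested compound plus 3 SD, cut at about 30% in these data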;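 also: 0% = plate median of compound wells and 100% = S159A mutant with DMSO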
Target sequence (Q8VD66 whole entry, looked up, the tested form may be a part): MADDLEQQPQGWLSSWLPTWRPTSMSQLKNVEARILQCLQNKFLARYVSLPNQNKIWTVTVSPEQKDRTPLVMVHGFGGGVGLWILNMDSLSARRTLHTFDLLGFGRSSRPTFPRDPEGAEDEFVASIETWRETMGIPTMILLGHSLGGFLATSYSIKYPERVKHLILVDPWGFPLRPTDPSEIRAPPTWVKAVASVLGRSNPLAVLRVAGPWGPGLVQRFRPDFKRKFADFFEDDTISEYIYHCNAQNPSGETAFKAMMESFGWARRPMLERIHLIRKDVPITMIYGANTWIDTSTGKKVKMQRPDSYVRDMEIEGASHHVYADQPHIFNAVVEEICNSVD
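Assay system: mouse ABHD4 enzyme, wild type / Also added: fluorescent activity-based probe FP-Rh / Doses: single nominal dose of 8.92 µM, 0.89% DMSO final / Timing: 45 min compound pre-incubation plus 60 min probe step, 25 °C / Signal: FP readout, ex 525 nm / em 598 nm / Control set: S159A mutant/DMSO as 100%, compound-well median as 0%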
rCAG binder: molecules binding r(CAG) RNA repeats. r(CAG) RNA repeat, TO-PRO-1 dye displacement fluorescence. inhibition, % at 3 µM. 370,000 compounds, 1.3% hits. AID 651821;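 active = inhibition above the plate cutoff, the mean of all test compounds on that plate plus 3 SD, cut at about 35% in these data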;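 also: 0% = DMSO alone and 100% = 100 µM mitoxantrone as full dye displacement; higher means more dye released from RNA so lower well fluorescence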
SMARCA2 act: SMARCA2 function activation, primary screen; activation, % at 9.1 µM; 370,000 compounds, 1% hits; MG213 cells, MMTV-luciferase reporter, dexamethasone, overnight; in the data active = activation above about 7.8%;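 also: 0% = vehicle wells and 100% = reference activator wells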
GC-A act: GC-A (human) enzyme activation | P16066 | HEK293 GC-A cells, cGMP TR-FRET, EC30 ANP; 0% at EC30 ANP, 100% saturating ANP | activation, % at 10 µM | 370,000 compounds, 0.14% hits; in the data active = activation above about 40%
ASAP1 GAP inh: inhibitors of human ASAP1 ArfGAP activity; ASAP1-stimulated ARF1 GTP hydrolysis, GDP FP detection; inhibition, % at 16.5 µM; 360,000 compounds, 0.19% hits; AID 624377; in the data active = inhibition above about 25%;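 also: 0% = vehicle with enzyme and substrate and 100% = no enzyme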
Target sequence (Q9ULH1 325-724 limits assumed): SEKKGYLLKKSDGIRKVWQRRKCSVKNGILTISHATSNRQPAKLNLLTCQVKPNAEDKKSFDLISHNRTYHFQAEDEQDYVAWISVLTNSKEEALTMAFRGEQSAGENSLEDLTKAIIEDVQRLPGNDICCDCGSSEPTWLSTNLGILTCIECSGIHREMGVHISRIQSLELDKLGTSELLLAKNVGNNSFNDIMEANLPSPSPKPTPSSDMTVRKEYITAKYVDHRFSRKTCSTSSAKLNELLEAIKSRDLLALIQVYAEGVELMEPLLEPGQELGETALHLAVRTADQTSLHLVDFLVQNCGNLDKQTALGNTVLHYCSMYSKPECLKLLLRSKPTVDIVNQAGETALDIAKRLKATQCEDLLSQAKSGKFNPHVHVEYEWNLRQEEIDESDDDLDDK
ARFGAP1 inh: rat ARFGAP1 inhibition | Arfgap1-stimulated ARF1 GTP hydrolysis, GDP FP detection | 360,000 compounds, 0.26% hits | inhibition, % at 16.5 µM;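 active = inhibition above a per-plate limit, mean inhibition of low control wells plus 3 SD, cut at about 25% in these data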;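 also: 0% = DMSO wells with enzyme and 100% = wells lacking Arfgap1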
Target sequence (Q62848 1-136 limits assumed): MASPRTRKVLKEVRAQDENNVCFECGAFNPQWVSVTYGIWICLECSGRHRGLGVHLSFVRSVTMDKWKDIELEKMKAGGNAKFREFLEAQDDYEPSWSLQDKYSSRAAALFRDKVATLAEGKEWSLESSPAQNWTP
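Assay system: Rat Arfgap1 GAP domain (His6, aa 1-136), purified enzyme | Buffer or medium: HEPES 25 mM pH 7.5, NaCl 150 mM, MgCl2, DTT | Schedule: GTP hydrolysis reaction 2 h at 25 °C | Signal: FP of antibody-bound GDP Alexa 633 tracer, ex 620/em 688 nm | Measure: Percent inhibition of Arfgap1-stimulated GTP hydrolysis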
NR1D1 modulator: modulates human Rev-erb alpha binding to DNA. 370,000 compounds, 0.79% hits. Rev-erbα–FITC-DNA binding, fluorescence polarization, 90 min. AID 1259318. activity, % at 10 µM;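 active = activity above about 14%, limit read from the data; passing the limit was not always enough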;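 also: 0% = DMSO wells with 35 nM protein and 100% = DMSO wells with 750 nM protein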
GC-B act: GC-B (human) receptor activation; activation, % at 10 µM; AID 1920062; P20594; 370,000 compounds, 0.11% hits; HEK293-GC-B cells, CNP EC30, cGMP TR-FRET; 0% at EC30 CNP, 100% saturating CNP;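 active = activation at 10 µM reaching about 35% in either raw or pattern-adjusted values, limit read from the data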
PG9 binder: PG9 antibody binding by small molecule; inhibition, % at 6.7 µM; 360,000 compounds, 0.43% hits; TR-FRET gp120-PG9 antibody binding; in the data active = inhibition above about 8.5%
An asterisk follows results filed as active; · = no result given.

Compound,PG9 binder,mABHD4 FP,SMARCA2 act,GC-A act,NR1D1 modulator,rCAG binder,ASAP1 GAP inh,HTRA1 inhibitor,GC-B act,ARFGAP1 inh
C=CCc1c(C)nc(SCc2ccccc2)[nH]c1=O,-0.8,1,-1,4,-1,-2,-2,1,-2,5
O=C(CCn1nnnc1CN1CCOCC1)N1CCC(c2cccc(Cl)c2)C1 (configuration not stated),-3.7,2,-1,1,-3,-2,14,3,1,-10
COc1ccc(N2CCN(S(=O)(=O)CCNC(=O)C(C)Oc3ccccc3)CC2)cc1 (configuration not stated),0.3,3,-3,-1,4,-8,0,2,6,10
CC1CC(Nc2ccccc2)=CC(=O)O1 (configuration not stated),-1.1,6,-1,3,0,2,-6,3,5,-9
COc1ccc(C(=O)C2CCCN(Cc3cc(C)c(O)c(C)c3)C2)c(OC)c1 (configuration not stated),0.4,3,-3,-16,0,-8,18,4,-12,-2
O=C(COC(=O)CCC(=O)c1cccs1)NC1CC1,2.8,-6,0,0,-4,2,-5,8,1,11
NNC(=O)[C@H]1C[C@@H]1c1ccccc1,-1.2,-3,-3,2,0,1,-8,-22,2,14
COc1ccc(S(=O)(=O)n2ccnc2)c2cccnc12,1.9,0,-2,0,3,1,2,3,1,-5
CC(=O)c1ccc(N2CCN(c3ccc(C(N)=O)cc3[N+](=O)[O-])CC2)cc1,-1.9,5,-1,-4,0,0,-20,-6,-6,-8
O=S(=O)(Nc1cccnc1)c1cc(Cl)ccc1Cl,-1.1,6,-1,5,1,3,-10,-4,5,8
Oc1c(Cl)cc(Cl)cc1CNc1nc2ccccc2[nH]1,1.4,13,0,-6,8,9,16,0,-5,6
CCOC(=O)CSc1nc(C)nc2c1sc1nc(C)c(C(C)=O)c(-c3ccc(OC)cc3)c12,0.7,7,-3,0,-4,1,-1,-10,-1,2
Cc1ccc(C)c(NC(=S)NNc2ccc(F)cc2F)c1,-1.1,27,-2,4,-6,5,18,8,2,-5
Oc1ccc(-c2nc(-c3ccc(F)cc3)c(-c3ccncc3)[nH]2)cc1,0.0,7,-7,-9,0,2,1,3,-5,12
Cc1cc(-n2cnnn2)ccc1C(C)C,-3.8,-9,8.5*,3,3,3,3,-2,-14,-6
CCN(c1ccccc1)c1nc2nonc2nc1NCCO,-2.5,2,-1,1,2,-3,-2,8,-1,-4
CCOC(CNC(=O)CCc1c(C)nc2ncnn2c1C)OCC,-1.1,3,-2,2,-4,-1,2,4,4,-1
O=C(/C=C/c1ccc2c(c1)OCO2)c1cccnc1,-1.9,8,-2,2,2,6,10,4,-2,-4
Nc1ncnc2c1ncn2[C@@H]1O[C@H](CNS(=O)(=O)c2cc(S(=O)(=O)c3ccccc3)cs2)[C@@H](O)[C@H]1O,-0.9,0,-3,-2,-1,5,-3,4,-2,6
CC(CCc1ccccc1)NS(=O)(=O)c1ccc(Cl)c(C(=O)O)c1 (configuration not stated),-0.5,7,-3,1,-6,9,12,3,-1,3
CCNC(=S)Nc1ccc(Cc2ccncc2)cc1,-1.2,0,-3,-1,-1,-2,-2,4,4,-1
O=C(O)C1CCCCN1S(=O)(=O)c1ccc2ccccc2c1 (configuration not stated),0.8,4,-3,3,-7,3,-2,-7,7,12
Cc1cc(C(=O)COC(=O)c2ccc(N)c([N+](=O)[O-])c2)c(C)n1Cc1ccc2c(c1)OCO2,-0.4,6,-2,5,2,3,-3,10,1,-6
CC(C)CN1C(=O)C[C@@]2(C(=O)N(C)c3ccc(NS(=O)(=O)c4ccc(F)cc4)cc32)C1c1ccccc1 (some centres not stated),·,6,-3,-4,1,4,·,·,-8,·
CCNC(=S)N1CCN(CC(=O)Nc2ccc(OC)cc2)CC1,1.7,-2,-2,·,·,-2,-4,8,·,5

Some entries already given, reduced to rCAG binder:
SMILES | rCAG binder
COc1ccc(N2CCN(S(=O)(=O)CCNC(=O)C(C)Oc3ccccc3)CC2)cc1 (configuration not stated) | -8
CC1CC(Nc2ccccc2)=CC(=O)O1 (configuration not stated) | 2
COc1ccc(C(=O)C2CCCN(Cc3cc(C)c(O)c(C)c3)C2)c(OC)c1 (configuration not stated) | -8

Later entries:
Compound,PG9 binder,mABHD4 FP,SMARCA2 act,GC-A act,NR1D1 modulator,rCAG binder,ASAP1 GAP inh,HTRA1 inhibitor,GC-B act,ARFGAP1 inh
Cc1ccc(/C=N/n2c(C)nc3ccccc3c2=O)o1,-2.4,8,3,1,-2,6,-12,7,3,9
O=C(NNC(=O)c1nn(-c2ccc(F)cc2)ccc1=O)c1ccccc1Cl,0.4,5,-3,3,-7,2,7,12,-5,8
Cc1cccc(NC(=O)c2nc[nH]c2C(=O)N[C@@H](Cc2ccccc2)C(=O)OC(C)(C)C)c1,-1.3,-24,-1,-2,5,11,1,-63,-2,8
O=C(c1cccc(C(F)(F)F)c1)C1CCCN(C(=O)CN2CCCC2=O)C1 (configuration not stated),1.2,1,-2,4,-5,-6,11,-5,1,0
Cc1c(C(=O)N/N=C/C(C)C)[nH]c2c([N+](=O)[O-])cccc12,-2.0,7,1,5,-15,10,0,12,-5,-14
CN(C)CCCn1c(SCC(=O)N2CC(=O)Nc3ccccc32)nc2ccccc2c1=O,-2.0,-1,-3,-22,-4,-3,-1,3,-8,-12
COCCc1nnc(NC(=O)C23CC4CC(CC(C4)C2)C3)s1,1.7,-9,-2,-3,-3,2,-4,2,-8,-2
CN1[C@@H]2CC[C@H]1CC(OC(=O)C(CO)c1ccccc1)C2 (some centres not stated),-0.8,-5,4,3,-6,4,12,3,0,-11
c1ccc(CNc2ncnc3nc[nH]c23)nc1,1.1,1,-5,-5,-4,2,-4,3,0,4
O=C(Nc1cc(C(F)(F)F)cc(C(F)(F)F)c1)O[C@@H]1c2ccccc2[C@@H]2Cc3csc[n+]3[C@H]12,-0.3,3,-4,4,2,8,9,·,3,8
COc1ccc(S(=O)(=O)Cc2ccc(C(=O)N3CCN(c4ccccc4)CC3)o2)cc1,0.3,3,0,-2,-2,1,7,-1,0,-5
N#CNC(=Nc1ccc(Cl)cc1)Oc1ccccc1,-2.3,7,-2,1,-2,0,4,-3,3,7
CCc1cc(=O)oc2cc(C)c(CN3CCCC(C)C3)c(O)c12 (configuration not stated),3.9,17,0,3,3,27,13,2,-5,-1
C[C@H](NC(=O)c1ccccc1Cl)C(=O)NCc1cccs1,-2.1,-2,2,0,-3,1,1,8,-1,9
CCc1cccc(NC2c3ccccc3C(=O)N2c2ccc(C)cn2)c1 (configuration not stated),0.0,-2,2,-21,4,2,-2,-19,-11,-2
CCc1nnc(NC(=O)c2oc3cc(C)c(C)cc3c2C)s1,-1.9,7,-6,1,8,2,13,7,-1,4
Cc1cc(-n2c(SCC(=O)NCCC3=CCCCC3)nc3n[nH]c(C)c3c2=N)ccc1Cl,41*,-13,0,-36,45*,3,5,-17,-17,-2
OCCN(CCO)CC(O)Cn1c2ccccc2c2ccccc21 (configuration not stated),-2.4,-4,2,5,2,0,-2,0,-1,14
CCOC(=O)Cc1csc(NC(=O)CSc2nc3cccnc3n2CC)n1,-0.7,-7,-4,3,-3,0,8,-5,5,2
Cc1ccccc1NC(=O)CSc1ccc(-c2cccnc2)nn1,1.9,2,-3,1,1,-2,6,-1,-10,-6
CCOC(=O)N1CCN(C(=O)C[C@@H]2C[C@@]3(C(=O)OC)CC(C)(C)CC=C3N(CCc3ccc(OC)c(OC)c3)C2=O)CC1,0.8,9,-4,-1,-2,3,-3,·,8,-1
COc1ccc(NC(=O)CS(=O)(=O)c2cn(CC(=O)N3CCOCC3)c3ccccc23)cc1,-0.8,-7,-1,-3,5,2,14,-2,-2,1
CC[n+]1ccc(C)c2cc(P(=O)(c3ccccc3)c3ccccc3)ccc21,-1.4,1,-3,2,6,8,6,44*,1,12
O=C(CC1CCCC1)Nc1ccc(Br)cc1,-2.7,-14,5,-3,-4,-2,13,-8,0,9
O=C(CSC1=NCCS1)c1ccc(Cl)cc1,1.2,2,0,3,-3,3,4,-9,3,-3
Cc1c(N)cccc1-n1cccc1,-0.3,1,0,2,1,-2,9,6,2,-13
O=[N+]([O-])c1ccc(CN2CC(N3CCN(CCO)CC3)CS2(=O)=O)cc1 (configuration not stated),-1.6,2,2,4,2,2,11,2,4,11
CCCc1cc(=O)[nH]c(SCC(=O)N2CCCc3ccccc32)n1,0.2,1,-3,0,-5,-2,-8,0,0,6
O=C(Nc1cc(C(=O)N2CCOCC2)cc(C(=O)N2CCOCC2)c1)c1cc(F)c(F)cc1Cl,-1.5,0,-1,0,2,-4,-2,-2,1,5
c1ccc2sc(Sc3ncnc4sccc34)nc2c1,-1.4,-7,6,4,3,9,-3,1,-2,-8
CCCCNC(=O)CC(=O)Nc1ccccc1C(=O)O,1.0,3,-4,1,-3,3,-4,3,5,8
O=C(O)c1cccc(NC(=O)C2CC(=O)N(Cc3ccccc3)C2)c1 (configuration not stated),0.9,6,0,-1,-3,2,24,0,0,-5
Cc1nc(N2CCCCC2C)c2c(C)c(C(=O)Nc3ccccc3C(F)(F)F)sc2n1 (configuration not stated),1.2,-4,-4,2,7,-4,7,-87,-2,6
COCCNC(=O)Cn1c(=O)n(Cc2ccc(C(=O)NCCc3ccc(OC)c(OC)c3)cc2)c(=O)c2ccccc21,-0.5,3,-1,-3,-2,-6,3,-1,3,4
Cc1ccc(CN2C(=O)c3ccccc3C2C(=O)NCc2cccnc2)cc1 (configuration not stated),-0.6,8,-6,-5,-8,4,-12,-1,5,-1
CC1CCCCC1NC(=O)Cn1c(CN2CCCCC2)nc2ccccc2c1=O (configuration not stated),-1.2,3,-3,-4,-4,-1,2,-5,-2,5
Cn1nc(-c2ccccc2)c(CO)c1Sc1ccccc1,0.1,-5,-6,5,-9,-3,-6,-7,-3,-3
Cc1c(NC(=O)CN2CCN(c3ccc([N+](=O)[O-])cc3)CC2)c(=O)n(-c2ccccc2)n1C,-1.0,1,-2,0,3,0,6,-4,-2,10
COc1cc(/C=N/NC(=O)CCN2CCN(c3ccccc3)CC2)cc(OC)c1OC,-1.3,2,0,0,1,-12,4,5,4,15
CC1(c2nnc(-c3ccccc3)o2)CC(c2cccnc2)=NO1 (configuration not stated),0.1,4,0,-2,3,-3,4,1,2,10
CCC(C)(CCNC(=O)Cc1ccccc1)c1ccccc1OC (configuration not stated),0.5,-7,-3,-3,0,-6,8,-13,4,3
O=C(CN1C(=O)c2cccc3cccc1c23)Nc1ccccc1C(=O)NCc1ccco1,0.7,-2,-3,-2,-4,-1,-4,-15,1,-15

Assay outcomes as filed in PubChem BioAssay.
